PglD inh = C. jejuni PglD acetyltransferase inhibitors, primary screen, biochemical, DTNB colorimetric, single point; inhibition, % at 12.5 µM; UDP-N-acetylbacillosamine N-acetyltransferase PglD (Campylobacter jejuni); purified PglD enzyme, DTNB colorimetric CoA detection; actives 0.098% (n = 360,000); AID 602405, 2012; in the data active means inhibition above about 16%, passing the limit was not always enough; further: strong numbers were not always called active
Statin myotox sup = suppressors of statin myotoxicity in C2C12 myotubes, primary screen, cell-based, single point, plate reader | C2C12 myotubes + simvastatin, ATP luminescence, 48 h; scaled: DMSO 0, geranylgeraniol control 100 | rescue of ATP level, % at 7.49 µM | actives 0.78% (n = 330,000) | AID 602340, 2012;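 active means mean ATP rescue above about 67%, or every replicate alone reaching that limit, limit read from the data, passing the limit was not always enough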;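 further: myotubes were challenged with 10 µM simvastatin during compound exposure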
INS-1E GSIS act = GLuc luminescence reporter in INS-1E cells, primary screen for activators of glucose-dependent secretion of insulin; INS-1E GLuc reporter insulin secretion, 2-3 h; activation, % at 16.6 µM; actives 0.61% (n = 370,000); AID 743287, 2014;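 active means lowest replicate activation of at least 40%, so every replicate reaches that level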;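 further: 0% = median of neutral control wells and 100% = median of IBMX positive control wells; some compounds called inactive have numbers as strong as hits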
F508del corr = F508del CFTR correction, initial screen, CFBE line, single point. CFBE cells, YFP halide quenching; stimulated with forskolin plus potentiator P3; % fluorescence drop versus neutral controls. activity (quench increase), % at 7.58 µM. actives 0.36% (n = 350,000);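 active means mean added fluorescence quench of at least 8% versus neutral control, with both replicates also reaching 8%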;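 further: cells transiently co-express mutant CFTR-F508del with the halide-sensitive YFP; corrector assay measuring rescue of mutant channel to the surface after 24 h compound exposure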
FN deposit inh = inhibitors of fibronectin matrix deposition, primary screen, AH1F cells, Alexa488-fibronectin fluorescence, plate reader; actives 0.086% (n = 350,000); AH1F fibroblasts, overnight; inhibition, % at 12.6 µM;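 active means mean inhibition across replicates of 30% or more, regardless of how many single replicates reach that level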;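 further: positive control wells lacked labelled fibronectin entirely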
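Assay system: AH1F fibroblast monolayer, labelled fibronectin deposition. Amount: 10000 cells per well. Also added: labelled fibronectin 24 nM. Compound: single-point pinned compound. Incubation: cell attachment 1 h, compound and FN exposure overnight. Detection: fluorescence after three HBSS washes, excitation 485 nm, emission 525 nm. Read-out: inhibition of fibronectin deposition signal.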
miR122 inh = miR-122 Renilla sensor signal increase in Huh7, primary screen, miR-122 inhibitor project, cell-based, single point, plate reader. Huh7 miR-122 Renilla luciferase sensor, 48 h; neutral wells = 0, positive control = 100. activation (reporter increase), % at 12.5 µM. actives 0.3% (n = 340,000). AID 602342, 2012;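 active means mean replicate activation score at least 90 and every replicate individually at or above 90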;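 further: higher luciferase means less miR-122 activity so hits act as miR-122 inhibitors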
Cneo AK release = Cryptococcus neoformans cell lysis inducers, primary screen, AK release luminescence, single concentration; C. neoformans lysis, adenylate kinase release luminescence, 4 h; normalised: neutral wells 0, clomiphene wells 100; lysis activity, % at 15 µM; actives 0.2% (n = 360,000);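 active means mean lysis activity across replicates of at least 80%, whatever share of replicates individually reach that level; inactive means mean lysis activity below 80%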
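Test system: log-phase Cryptococcus neoformans yeast cells; Quantity: yeast cell density of 5 × 10^6 cells/mL; Buffer or medium: YPD; Doses: single compound concentration per well; Timing: 4 h at 37 °C static, read 1 h later; Measured by: AK luminescence; Read-out basis: lysis from increased AK signal; Control set: Clomiphene as positive control.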
PGC1a acetyl inh = inhibitors of PGC1a acetylation signal, primary screen, cell-based, U2OS, AlphaScreen, inhibitor mode; inhibition, % at 15.6 µM; AID 651687, 2012; AlphaScreen anti-acetyl-lysine; with virally co-expressed GCN5 acetyltransferase; actives 0.17% (n = 350,000);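 active means every replicate shows inhibition of at least 40%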;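 further: 0% = neutral control wells and 100% = positive control wells; some results beyond the cut were filed as inactive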
The depositor's hits bear a star; . = not tested or not shown; & = joins results of further samples; [ ] = dose if it differs, or a comment.

SMILES	PglD inh	Statin myotox sup	INS-1E GSIS act	F508del corr	FN deposit inh	miR122 inh	Cneo AK release	PGC1a acetyl inh
CC(Nc1nc(N2CCCCC2)nc2ccccc12)c1ccccc1 (stereo unspecified)	3	-18	.	.	.	-18	1	.
COc1ccccc1-c1cn(CC[C@H]2CC[C@H](NC(=O)c3cnccn3)[C@@H](CO)O2)nn1	2	16	24	-4.8	3	.	0	13
CN(CCc1ccccc1)C(=O)c1cccc(NC(=O)Cc2cccc(NC(=O)C3CCCN(C(=O)C4CCCC4)C3)c2)c1 (stereo unspecified)	-5	2	-1	-1.5	17	0	-1	-5
COC(=O)C1CN(C(=O)COc2ccc(Cl)cc2Cl)c2ccccc2O1 (stereo unspecified)	-4	-2	-44	1.9	-5	5	-2	-3
CC(=O)Nc1nn(CC(C)C)c2nc3ccc(C)cc3cc12	6	4	9	-1.3	8	-4	-1	8
CCOC(=O)CNC(=O)C1c2ccccc2C(=O)N(c2ccc(OC)cc2)C1c1ccc(OC)cc1 (stereo unspecified)	-1	.	.	.	7	-11	-1	5
O=C(CSc1nnc(Cc2ccccc2)o1)c1ccc(F)cc1	1	9	.	-0.5	0	-4	2	0
COc1ccc(-n2c(=S)[nH]c(=O)c3cccnc32)cc1	-6	12	2	-0.8	3	2	3	-10
C[C@H]1CN([C@@H](C)CO)C(=O)c2cc(NS(=O)(=O)c3ccc(Cl)cc3)ccc2O[C@H]1CN(C)Cc1ccc(Cl)c(Cl)c1	2	64	-11	5.0	-7	-9[16.7 µM]	-6	-5
C[C@@H]1CN([C@H](C)CO)C(=O)c2cc(-c3cccnc3)cnc2O[C@H]1CN(C)C(=O)Cc1cccnc1	-6	0	13	-2.0	-8	-3[16.7 µM]	0	-7
CCOc1ccc(Cl)cc1CSc1n[nH]c(CC)n1	2	8	.	.	.	15	2	.
CCC(=O)N1CC[C@@H]2[C@H]1c1cc(C#Cc3cccc(OC)c3)ccc1N[C@@H]2CO	-3	-11	19	-2.3	-11	3[16.7 µM]	1	8
C/C(=N\NC(=O)c1cc(C(C)(C)C)[nH]n1)C12CC3CC(CC(C3)C1)C2	3	-3	1	2.5	3	4	7	-1
Cc1cc(OCC(=O)Nc2ccc(S(=O)(=O)N3CCN(C)CC3)cc2)ccc1Br	-2	0	-10	0.7	6	-6	3	-6
CC(C)Cc1cc(C(=O)N2CCC(N3CCC(C(=O)NC4CC4)CC3)CC2)n[nH]1	-1	5	14	-2.2	0	-3	0	2
Cc1nc2ccccc2c(=O)n1/N=C/c1cc(Br)ccc1O	2	11	-16	3.2	7	.	0	.
O=C(C[C@H]1C=C[C@@H](NC(=O)Nc2cccc(F)c2)[C@H](CO)O1)NCC1CCCCC1	2	1	-9	1.2	-11	.	-12	3
Cc1ccnc(NC(=O)C23CC4CC(CC(C4)C2)C3)c1	-3	30	.	.	6	-6	-1	-12
O=C(CCC(=O)c1ccc(F)cc1)NN1C(=O)NC2(CCCCC2)C1=O	4	6	-2	1.8	1	-3	11	1
Cc1ccc(NC2CCCN(C(=O)c3ccc4[nH]ccc4c3)C2)cc1C (stereo unspecified)	-5	-13	-10	0.5	15	2	4	.
CCOc1ccc(NS(=O)(=O)c2cc(C(=O)N3CC(C)OC(C)C3)ccc2C)cc1 (stereo unspecified)	1	2	7	-2.1	1	12	0	.
Cc1cc(NC(=O)CSCC(=O)Nc2ccc(C)c(C)c2)no1	-2	12	5	0.7	.	-7	0	4
Cc1ccc(CN(CC(=O)NCCc2ccccc2)C(=O)CCCC(=O)Nc2cc(C)on2)cc1	1	-7	.	.	5	-4	6	-14
C[C@H](CO)N1C[C@H](C)[C@@H](CN(C)C(=O)Nc2ccccc2)OCCCC[C@H](C)Oc2ccc(NC(=O)Nc3ccc4c(c3)OCO4)cc2C1=O	0	6	-4	-2.5	-5	2[16.7 µM]	5	9
CC(C)(C)c1ccc(-c2nc3[nH]c(=O)cc(NC(=O)c4ccco4)n3n2)cc1	0	-4	4	-1.5	-1	3	0	11
CC(=O)Nc1ccccc1NC(=O)c1ccc(C)c(C)c1	1	-5	-1	3.0	.	-3	0	3
CN(C)C(=O)c1cccc(-c2ccc([C@@H]3[C@H](C#N)N(C(=O)C4CCC4)[C@H]3CO)cc2)c1	0	1	2	-0.1	9	.	0	-5
C/C=C/c1cnc2c(c1)C(=O)N([C@H](C)CO)C[C@@H](C)[C@H](CN(C)C(=O)c1cccc(F)c1)O2	0	8	5	1.4	9	.	0	-3
CC(C)COC(=O)N(C)C[C@H]1OCc2cn(nn2)CCCC(=O)N([C@@H](C)CO)C[C@@H]1C	0&3	9&-15&-10	-8&13	-0.3&-0.2&-1.6	-27&-5	-3[16.7 µM]	-4&-1	1&5&-4
CCN1CCN(C(=S)Nc2ccc3nc(N4CCN(CC)CC4)cc(C)c3c2)CC1	-5	.	39	.	.	-17	-2	.
CCn1nnnc1SCC(=O)Nc1ccc2c(c1)OCO2	6	.	.	.	2	-2	0	18
Nc1cc(N)nc(SCC(=O)Nc2cccc(S(=O)(=O)N3CCCCC3)c2)n1	-1	-4	-3	-0.6	2	-1	-1	2
COc1cccc(CC(=O)Nc2sc3c(c2C(N)=O)CCCC3)c1	-4	-1	-4	0.2	6	10	2	-4
COc1ccc(C(=O)NNS(=O)(=O)c2ccc(OC)cc2)cc1	-4	10	-2	-2.2	4	0	-1	6
O=C(NCCc1ccccc1)/C(=C\c1cccc([N+](=O)[O-])c1)NC(=O)c1ccco1	8	.	0	-0.5	.	1	0	-3
O=C(c1ccc2oc(Cc3ccc(Cl)cc3)nc2c1)N1CC[C@H](O)C1	8	9	8	0.8	-4	-2	21	-6
Cc1ccc(-n2ncc3c(N4CCCC4)ncnc32)c(C)c1	-1	-4	.	.	-7	-5	-1	11
COc1ccc(Cl)cc1C(=O)Nc1nc2ccccc2[nH]1	2	-23	30	0.6	7	-1	-4	.
Cc1ccc(C(=O)NC2CCN(C(=O)NCc3ccccc3)CC2)cc1	-3	8	5	-1.0	2	.	3	.
C[C@H](CO)N1C[C@H](C)[C@@H](CN(C)S(=O)(=O)c2ccc(F)cc2)Oc2ccc(NS(=O)(=O)c3cn(C)cn3)cc2C1=O	2	15	-3	-1.7	-1	-4[16.7 µM]	-5	3
Cc1cnc(C(=O)OC(C)C(=O)Nc2ccccc2-c2ccccc2)cn1 (stereo unspecified)	-2	-1	-4	-0.4	9	.	2	.
CC(C)COC(=O)OCN1C(=O)CN(CCN2CC(=O)N(COC(=O)OCC(C)C)C(=O)C2)CC1=O	-4	5	4	3.2	2	-7	2	4
CC(C)(C)NC(=O)c1ccccc1-c1nc2ccccc2s1	.	19	26	1.6	-5	1	.	-9
COc1c2c(c(CCC(=O)O)c3c1C=CC(C)(C)O3)OC(C)(C)C=C2	3	18	3	1.6	.	3	1	-11
Cc1ccc(S(=O)(=O)c2nc(S(C)(=O)=O)sc2N2CC(C)OC(C)C2)cc1 (stereo unspecified)	2	10	-1	-7.6	2	-7	-1	.

One compound at a time, from the list above.
Cc1ccc(CN(CC(=O)NCCc2ccccc2)C(=O)CCCC(=O)Nc2cc(C)on2)cc1 is listed with PglD inh: 1; Statin myotox sup: -7; INS-1E GSIS act: .; F508del corr: .; FN deposit inh: 5; miR122 inh: -4; Cneo AK release: 6; PGC1a acetyl inh: -14
CCC(=O)N1CC[C@@H]2[C@H]1c1cc(C#Cc3cccc(OC)c3)ccc1N[C@@H]2CO is listed with PglD inh: -3; Statin myotox sup: -11; INS-1E GSIS act: 19; F508del corr: -2.3; FN deposit inh: -11; miR122 inh: 3[16.7 µM]; Cneo AK release: 1; PGC1a acetyl inh: 8

Later entries
SMILES	PglD inh	Statin myotox sup	INS-1E GSIS act	F508del corr	FN deposit inh	miR122 inh	Cneo AK release	PGC1a acetyl inh
COc1cccc(-c2nnc(NC(=O)C3CCCCC3)o2)c1	1	-10	3	-0.3	-4	-5	-2	-7
COc1cccc(-c2ccc([C@H]3[C@H](CO)N4C(=O)CN(C(=O)C5CCC5)C[C@@H]34)cc2)c1	.	.	4	-1.4	3	.	.	-7
C/C=C/c1ccc([C@H]2[C@@H](CN(C)C(=O)C3CC3)N(C(=O)C3CC3)[C@H]2CO)cc1	0	-18	-8	2.8	3	0[16.7 µM]	61	-9
COc1ccc2c(c1)c(C(=O)N/N=C/c1ccc(OC)c(OC)c1)c(C)n2C	0	14	38	.	.	4	1	1
COc1ccc(CC(=O)NNC(=O)CSc2nnc(C)n2-c2ccccc2)cc1	0	7	1	-0.7	4	-23	3	.
COc1ccc(NC(=O)CN2CCN(c3nc(-c4cccc(OC)c4)cs3)CC2)cc1	2	2	.	.	-17	6	-1	4
Cc1ccc(C(=O)Nc2cccc3ccccc23)cc1	4	7	8	-1.4	3	7	2	-8
CC(Oc1ccccc1)C(=O)Nc1ccc(NC(=O)c2ccccc2)cc1 (stereo unspecified)	-1	3	-2	-2.5	.	-3	3	.
Cc1ccc(S(=O)(=O)N(C)C[C@@H]2Oc3ccc(NS(=O)(=O)c4cn(C)cn4)cc3C(=O)N([C@H](C)CO)C[C@@H]2C)cc1	.	-26	-2	0.6	.	7[16.7 µM]	.	9
OC[C@@H]1[C@@H](c2ccccc2)C2(CN(CC3CCOCC3)C2)N1Cc1cncnc1	.	.	10	-0.9	6	.	.	7
COc1ccccc1Oc1ccc(S(=O)(=O)N2CCCCC2C)cc1 (stereo unspecified)	-2	-6	-1	-2.3	-5	.	1	.
C[C@H](NC(=O)OCc1ccccc1)C(=O)N[C@@H](Cc1c[nH]c2ccccc12)C(=O)O	-2	-12	6	0.5	0	-3	2	-13
Cc1ccc(S(=O)(=O)C2(C(=O)O)CCCC2)cc1C	-2	9	-1	-1.7	.	-6	1	0
CCNC(=O)Nc1ccc2c(c1)C(=O)N(C)[C@H]1CC[C@@H](CC(=O)NCC3CCCCC3)O[C@@H]1CO2	2	7	3	-3.1	0	4[16.7 µM]	0	-3
O=C(C[C@@H]1CC[C@@H]2[C@H](COC[C@@H](O)CN2S(=O)(=O)c2cccc(Cl)c2)O1)NCCCN1CCOCC1	-7	4	11	-0.7	0	-6[16.7 µM]	-3	-5
CC1(Oc2ccc(Cl)cc2)CCN(Cc2csc3ccccc23)C1 (stereo unspecified)	1	-15	-17	-2.9	-13	-4	-4	8
O=C(C1CCCC1)N1CC2(C1)[C@@H](c1ccccc1)[C@H](CO)N2CCC(F)(F)F	.	.	-19	-0.7	5	.	.	1
CCOC(=O)c1cnc2c(C)cccc2c1Nc1cccc(C(=O)O)c1	1	-13	-1	-0.3	9	18	2	-7
Cc1cccc(S(=O)(=O)N2C[C@H]3[C@@H](c4ccccc42)[C@H](CO)N3C(=O)C2CC2)c1	-1	26	17	-1.9	.	0[16.7 µM]	-5	-19
CCOC(=O)C1(CCOC)CCN(Cc2ccc3nonc3c2)CC1	4	.	-9	-3.8	-7	17	2	-3

From PubChem BioAssay
